NFkB transloc inh: inhibitors of IL-1B driven NFkB p65 nuclear import, primary screen, imaging, HUVEC, IL-1B stimulus, high-content imaging; HUVEC IL-1B NFkB p65 nuclear translocation imaging; inhibition, % at 2 µM; 94,000 tested, 0.43% active;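 active means inhibition above about 30% together with a positive call from visual inspection of the well image, limit read from the data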;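 further: nuclear over cytoplasmic p65 intensity ratio measured by imaging; 0% = IL-1B stimulated DMSO wells and 100% = unstimulated DMSO wells; values of inactives mirror those of a sister screen read the other way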
MRP resist rev: reversal of MRP1-mediated doxorubicin resistance, primary screen, H69AR cells, doxorubicin co-treatment. AID 602, 2007. 85,000 tested, 0.04% active. H69AR cells + 2 uM doxorubicin, CellTiter-Glo, 72 h. differential viability (reversal), % at 10 µM;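 active means viability drop by adding the cancer drug above about 55%, with treated viability meeting a 40% cutoff, limit read from the data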;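 further: viability without doxorubicin minus viability with 2 µM doxorubicin for each compound; larger differential means the compound sensitizes cells more to doxorubicin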
PLAP inhibition: PLAP enzyme inhibitors, biochemical, luminescence, HTS (AID 690); purified PLAP, luminescent substrate; higher % means a stronger effect; Alkaline phosphatase, placental type (Homo sapiens); 96,000 tested, 0.08% active; one-dose inhibition, % at 20 µM; IC50 in µM for titrated hits; in the data active means a potency from the dose series; inactive means the rest, 99 in 100 with inhibition below about 30%; further: strong numbers were not always called active
IL1B NFkB pot: enhancers of NFkB p65 translocation in HUVEC – imaging, IL-1B stimulus, high-content imaging, primary screen; activation, % at 2 µM; HUVEC IL-1B NFkB p65 nuclear translocation imaging; 94,000 tested, 0.3% active;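 active means activation above 40%, about the mean plus 3 SD, also judged a hit on visual image review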;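 further: percent activation is computed from the nuclear over cytoplasmic p65 intensity ratio; values of inactives mirror those of a sister screen read the other way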
Bcl-B displacement: displacers of TR3 peptide from Bcl-B, primary screen, selectivity assay for Bfl-1 inhibitor project, biochemical, fluorescence polarization | displacement, % at 20 µM; hits with a dose series show IC50 in µM | FP displacement of FITC-TR3 peptide from Bcl-B; higher % means a stronger effect | Bcl-2-like protein 10 (Homo sapiens) | AID 748, 2007 | 96,000 tested, 0.11% active;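 active means displacement above 50% at 20 µM plus a fluorescence interference ratio under 1.5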;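 further: plate controls were wells without compound for no effect and wells lacking Bcl-B protein for full effect; a part of the inactive calls stands beside numbers as strong as those of hits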
MRP resist rev cytotoxicity: recorded beside MRP resist rev, whose call it bears; viability, %; H69AR cells, CellTiter-Glo, 72 h; measured here: cytotoxicity without doxorubicin
MRP resist rev with doxorubicin: second read-out of MRP resist rev, no call of its own (marks repeat the call); viability, %; measured here: viability with 2 uM doxorubicin; stronger effect = lower value
NFkB transloc inh cell count 2 µM: further read-out of NFkB transloc inh, marked with its call; cell count; measured here: cells passing quality filter;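 raw number of nuclei counted in each imaged well without normalization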
IL1B NFkB pot cell count 2 µM: also measured in IL1B NFkB pot; calls as there; cell count; measured here: cells passing quality filter
* marks the source's active call; other numbers are inactive results; / = not tested or not shown.

Order of results – NFkB transloc inh | NFkB transloc inh cell count 2 µM | MRP resist rev | MRP resist rev cytotoxicity | MRP resist rev with doxorubicin | PLAP inhibition | IL1B NFkB pot | IL1B NFkB pot cell count 2 µM | Bcl-B displacement
Cc1[nH]c(=O)[nH]c(=O)c1NS(=O)(=O)c1ccc2c(c1)CCCC2
  -1.8 | 160 | 4.9 | 98.4 | 93.5 | 29.0% | 1.8 | 160 | -8.3%
C=CCn1ncc(OC)c(Cl)c1=O
  -16.7 | 152 | / | / | / | 9.7% | 16.7 | 152 | -4.9%
CCNC(=O)COC(=O)COc1ccc(Cl)cc1C
  2.4 | 101 | -18.4 | 89.0 | 107.4 | -19.9% | -2.4 | 101 | 2.3%
CCC(C)(C)NC(=O)CN(C(=O)c1snc(C(N)=O)c1N)c1ccc(OC)c(OC)c1
  -28.4 | 149 | / | / | / | -9.5% | 28.4 | 149 | 1.3%
COc1ccccc1NC(=O)CSc1nnc(CNC(=O)COc2ccc(Cl)cc2)o1
  -40.3 | 124 | 13.1 | 110.8 | 97.8 | -72.8% | 40.3* | 124* | 5.5%
CC(C)c1nnc(SCC(=O)NCc2ccc3c(c2)OCO3)n1C
  -5.0 | 142 | 6.7 | 82.5 | 75.8 | / | 5.0 | 142 | /
COc1ccc(NCC(=O)Nc2ccccc2C#N)cc1Cl
  -13.6 | 162 | / | / | / | -15.5% | 13.6 | 162 | -1.5%
CCCc1c(O)c2ccccc2n(-c2ccccc2)c1=O
  -0.1 | 132 | / | / | / | 2.1% | 0.1 | 132 | -1.5%
Cc1cc(N2CCOCC2)c(F)cc1C(=O)c1ccccc1
  -2.7 | 173 | 18.5 | 101.9 | 83.4 | 2.9% | 2.7 | 173 | 38.4%
O=C(CSc1nnc(-c2cccs2)o1)N1CCOCC1
  8.1 | 139 | 14.4 | 99.1 | 84.7 | -4.2% | -8.1 | 139 | 0.2%
O=C(NCc1nc(-c2ccccc2)no1)c1ccc2c(c1)OCO2
  15.4 | 81 | 11.1 | 89.3 | 78.2 | -7.5% | -15.4 | 81 | -7.0%
Cc1cccc(C(C)C)c1NC(=O)c1cccnc1
  2.5 | 98 | 46.2 | 96.9 | 50.7 | 9.7% | -2.5 | 98 | -9.0%
O=[N+]([O-])c1cc(S(=O)(=O)C(F)(F)F)ccc1Sc1nc2ccccc2[nH]1
  11.7 | 97 | -0.9 | 1.7 | 2.6 | -11.5% | -11.7 | 97 | 3.9%
CC(OC(=O)Cc1coc2cc3c(cc12)CCC3)C(=O)NCc1ccc2c(c1)OCO2 (centres undefined)
  -2.6 | 55 | 18.3 | 102.2 | 84.0 | 23.1% | 2.6 | 55 | -3.6%
O=C(COC(=O)c1cnccn1)c1ccc2c(c1)CCCC2
  1.6 | 119 | 6.9 | 104.3 | 97.5 | -18.5% | -1.6 | 119 | -12.3%

Full records, quoted from the list.
CC(C)c1nnc(SCC(=O)NCc2ccc3c(c2)OCO3)n1C reads NFkB transloc inh = -5.0; NFkB transloc inh cell count 2 µM = 142; MRP resist rev = 6.7; MRP resist rev cytotoxicity = 82.5; MRP resist rev with doxorubicin = 75.8; PLAP inhibition = /; IL1B NFkB pot = 5.0; IL1B NFkB pot cell count 2 µM = 142; Bcl-B displacement = /
O=C(NCc1nc(-c2ccccc2)no1)c1ccc2c(c1)OCO2 reads NFkB transloc inh = 15.4; NFkB transloc inh cell count 2 µM = 81; MRP resist rev = 11.1; MRP resist rev cytotoxicity = 89.3; MRP resist rev with doxorubicin = 78.2; PLAP inhibition = -7.5%; IL1B NFkB pot = -15.4; IL1B NFkB pot cell count 2 µM = 81; Bcl-B displacement = -7.0%

Continuation.
Order of results – NFkB transloc inh | NFkB transloc inh cell count 2 µM | MRP resist rev | MRP resist rev cytotoxicity | MRP resist rev with doxorubicin | PLAP inhibition | IL1B NFkB pot | IL1B NFkB pot cell count 2 µM | Bcl-B displacement
O=C(CCCN1C(=O)c2ccccc2C1=O)Nc1cccnc1
  -26.7 | 148 | -0.9 | 99.2 | 100.1 | / | 26.7 | 148 | /
Cc1oc(-c2ccccc2)cc1C(=O)Nc1cccc2ccccc12
  -13.7 | 154 | -22.9 | 33.9 | 56.8 | 28.7% | 13.7 | 154 | 3.1%
CCOC(=O)c1sc(NC(=O)CCN2C(=O)c3cccc([N+](=O)[O-])c3C2=O)c(C(=O)OCC)c1C
  -11.8 | 128 | / | / | / | -34.9% | 11.8 | 128 | -2.8%
Cn1c(C(C#N)C(=O)Cc2cccc3ccccc23)nc2ccccc21 (centres undefined)
  / | / | 8.1 | 63.0 | 54.9 | 9.8% | / | / | -3.8%
Cc1ccc(N(CC(=O)O)S(C)(=O)=O)cc1Cl
  -1.3 | 189 | -2.4 | 97.0 | 99.5 | 13.1% | 1.3 | 189 | -6.2%
CCN(CC)S(=O)(=O)c1ccc2c3c(cccc13)C(=O)N2
  / | / | 4.8 | 84.8 | 80.1 | -5.9% | / | / | -7.2%
Cn1c(=O)n(C)c2cc(/C=C3/NC(=O)N(Cc4ccccc4)C3=O)ccc21
  -3.0 | 146 | / | / | / | 3.6% | 3.0 | 146 | -38.0%
COc1ccc(N(C(=O)CNC(=O)c2ccco2)C(C(=O)NC2CCCCC2)c2ccco2)cc1 (centres undefined)
  10.5 | 176 | -4.6 | 94.1 | 98.7 | 0.7% | -10.5 | 176 | 1.9%
COCCNC(=O)CSc1nc(-c2ccccc2)c(-c2ccccc2)o1
  8.2 | 170 | / | / | / | 3.8% | -8.2 | 170 | -4.3%
O=C(O)C1CSC2c3ccccc3C(=O)N12 (centres undefined)
  -10.4 | 131 | -1.8 | 92.2 | 94.0 | -26.6% | 10.4 | 131 | 1.6%
N#CC1=C(N)N2C(=C(C#N)C13CCCCC3)SC1CCCCC12O (centres undefined)
  / | / | / | / | / | 5.6% | / | / | -4.1%
Cc1ccc(-n2nnnc2SCC(=O)Nc2ccc3c(c2)COC3=O)cc1C
  -14.1 | 161 | -9.4 | 95.1 | 104.5 | 25.6% | 14.1 | 161 | -15.3%
Cc1nn(Cc2ccc(Cl)cc2)c(C)c1NC(=O)c1noc2c1CCCCC2
  / | / | -11.6 | 92.6 | 104.2 | -61.6% | / | / | -3.3%
CCOC(=O)c1c(NC(=O)Cn2nnc3ccccc32)sc2c1CCC(C)C2 (centres undefined)
  9.0 | 134 | -1.1 | 81.1 | 82.3 | -39.8% | -9.0 | 134 | -25.0%
CSc1ccccc1-n1nnnc1SCC(=O)Nc1cc(C)ccc1C
  -10.6 | 152 | 12.2 | 78.3 | 66.1 | 36.3% | 10.6 | 152 | -0.1%
CCN(CC)S(=O)(=O)c1ccc2[nH]cc(C(=O)NCCc3ccc(OC)c(OC)c3)c(=O)c2c1
  -19.8 | 138 | -1.6 | 83.8 | 85.4 | -19.8% | 19.8 | 138 | -7.1%
Cc1nonc1NC(=O)CSc1nc2cc(Cl)ccc2c2c1CCCC2
  / | / | -20.1 | 60.2 | 80.3 | 2.9% | / | / | -16.2%
COc1ccc(CCNC(=O)CCN2C(=O)COc3ccccc32)cc1OC
  / | / | 7.4 | 87.2 | 79.8 | -23.9% | / | / | -9.2%
COC(=O)c1ccc(/C=N\N2CCN(Cc3ccc(C)cc3)CC2)cc1
  13.1 | 133 | / | / | / | 3.3% | -13.1 | 133 | -1.0%
COc1cccc(-c2noc(Cn3nc(C)c([N+](=O)[O-])c3C)n2)c1
  4.4 | 163 | / | / | / | 12.5% | -4.4 | 163 | 0.2%
O=c1[nH]c2c(cc1CNCCN1CCOCC1)c(-c1cccc(F)c1)nn2-c1ccccc1
  / | / | -27.5 | 45.1 | 72.6 | -104.0% | / | / | -15.8%
CN(C)S(=O)(=O)c1cccc(-c2nnc(-c3ccccc3)o2)c1
  19.2 | 132 | 2.3 | 93.6 | 91.3 | -0.8% | -19.2 | 132 | 8.8%
COC(=O)[C@H](CCSC)NC(=O)N1CCN(c2cccc(C(F)(F)F)c2)CC1
  -6.5 | 94 | 8.8 | 93.0 | 84.2 | -29.2% | 6.5 | 94 | -9.0%
Cc1ccc(SCC(=O)N2c3ccccc3Sc3ccccc32)cc1
  -12.0 | 116 | / | / | / | -14.7% | 4.9 | 170 | 1.9%
COc1ccc(CN(Cc2ccccn2)C(=O)CN2C(=O)C(C)Oc3ccccc32)cc1 (centres undefined)
  -16.8 | 168 | 7.6 | 79.0 | 71.4 | -9.5% | 16.8 | 168 | -5.3%
Cc1ncoc1C(=O)NCc1ccccc1Cl
  -16.4 | 125 | 8.0 | 106.2 | 98.2 | 4.6% | 16.4 | 125 | 2.6%
O=C(CSCc1cccc(CSCC(=O)Nc2ccc3ccccc3c2)n1)Nc1ccc2ccccc2c1
  -4.3 | 165 | 8.9 | 95.0 | 86.1 | -15.6% | 4.3 | 165 | -29.4%
Cc1ccc2occ(/C=C/C(=O)O)c(=O)c2c1
  0.7 | 173 | / | / | / | 5.4% | -0.7 | 173 | -0.5%
COc1ccc(S(=O)(=O)N2CCCCCC2)cc1N(C)S(=O)(=O)c1ccc(Cl)cc1
  2.2 | 104 | / | / | / | -12.3% | -2.2 | 104 | 5.6%
Nc1nc(-c2ccc(Br)cc2)cc(C(F)(F)F)n1
  -6.1 | 203 | 13.2 | 102.6 | 89.5 | 18.3% | 6.1 | 203 | -14.5%
c1ccc(CN2CCN(c3ncnc4c3[nH]c3ccccc34)CC2)cc1
  8.5 | 96 | -6.8 | 46.4 | 53.2 | -33.7% | -8.5 | 96 | 3.1%
O=C(Cc1ccccc1F)Nc1nc(-c2cccs2)cs1
  -23.0 | 180 | 11.4 | 91.0 | 79.6 | 12.6% | 23.0 | 180 | -11.0%
O=C(Nc1cccc(-c2cc3ccccc3oc2=O)c1)c1ccc(Br)o1
  -7.6 | 158 | 19.3 | 107.0 | 87.8 | / | 7.6 | 158 | /
Cc1ccc2nc(-c3ccc(NC(=O)Cc4cccs4)cc3)[nH]c2c1
  3.1 | 97 | / | / | / | -3.9% | -3.1 | 97 | 9.9%
COc1ccc(C(=O)NC2CCSC2=O)cc1 (centres undefined)
  1.6 | 126 | -3.1 | 90.3 | 93.4 | / | -1.6 | 126 | /
Cc1cc(C)c2nc(N3CCCC(C(=O)NCCN4CCOCC4)C3)sc2c1 (centres undefined)
  6.7 | 97 | 20.2 | 93.5 | 73.3 | -39.5% | -6.7 | 97 | 4.1%
COc1ccc(C(=O)NC(=S)Nc2cccc(Cl)c2N2CCOCC2)cc1[N+](=O)[O-]
  -5.3 | 145 | / | / | / | -1.4% | 5.2 | 145 | -11.2%
CC(=O)c1cc2c(cc1NS(=O)(=O)c1ccc(C)cc1)OCO2
  -8.5 | 85 | -25.7 | 65.3 | 91.0 | 11.7% | 8.5 | 85 | 1.1%
O=C(NC1CC2CCCC(C1)N2Cc1cccs1)N1CCOCC1 (centres undefined)
  -3.7 | 179 | -11.7 | 91.6 | 103.3 | -2.6% | 3.7 | 179 | -3.2%
CN1CCc2nc(SCc3ccc(Cl)cc3)c(C#N)c(-c3cccs3)c2C1
  8.4 | 123 | / | / | / | / | -8.4 | 123 | /
C/C(=N\NC(=O)c1ccccn1)C12CC3CC(CC(C3)C1)C2
  -7.7 | 150 | 5.1 | 95.3 | 90.2 | -14.6% | 7.7 | 150 | -1.2%
O=C(COc1ccc(Cl)cc1)Nc1ncccn1
  -7.9 | 110 | 2.7 | 104.2 | 101.5 | 2.9% | 7.9 | 110 | -3.1%
Cc1nc2ccccc2c(=O)n1NS(C)(=O)=O
  -1.2 | 151 | -0.8 | 85.0 | 85.8 | -18.2% | 1.2 | 151 | -11.1%
O=C(CN1C(=O)NC2(CCCCC2)C1=O)NCCC1=CCCCC1
  / | / | -19.8 | 90.1 | 109.9 | 10.3% | / | / | -8.1%

Bioassay records deposited in PubChem BioAssay by several laboratories.

An excerpt (hit frequency here may not be typical).
